From PubChem
HEK293 viab: reduces viability of HEK-293 SNCA reporter cells. HEK-293-SNCA-luc viability, GF-AFC fluorescence, 24 h. Potency, µM (series often up to 57.1 µM), for the others: top-dose activity change, negative = cytotoxicity, usual class: cytotoxic. 0.12% of 150,000 active. AID 1671193;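 also: potency is read from the fitted curve at half-maximal effect; 0% = DMSO-treated cells and -100% = medium-only wells without cells; nearly all actives have a fitted effect of over 30% in size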
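Cytotoxicity counterscreen: after 24 h compound treatment of genome-edited SNCA-luciferase HEK-293 cells, live-cell protease substrate GF-AFC read by fluorescence after 30 min; activity scaled between DMSO (0%) and medium-only (-100%), curves Hill-fitted.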
IP6K1 inhibitor: IP6K1 kinase inhibition. IP6K1 kinase, ADP-Glo luminescence, 2 h; stronger effect = lower value. activity change, % (series mostly up to about 58 µM). 0.81% of 140,000 active; in the data active = activity change below about -25%
Target sequence (Q92551 whole entry, looked up): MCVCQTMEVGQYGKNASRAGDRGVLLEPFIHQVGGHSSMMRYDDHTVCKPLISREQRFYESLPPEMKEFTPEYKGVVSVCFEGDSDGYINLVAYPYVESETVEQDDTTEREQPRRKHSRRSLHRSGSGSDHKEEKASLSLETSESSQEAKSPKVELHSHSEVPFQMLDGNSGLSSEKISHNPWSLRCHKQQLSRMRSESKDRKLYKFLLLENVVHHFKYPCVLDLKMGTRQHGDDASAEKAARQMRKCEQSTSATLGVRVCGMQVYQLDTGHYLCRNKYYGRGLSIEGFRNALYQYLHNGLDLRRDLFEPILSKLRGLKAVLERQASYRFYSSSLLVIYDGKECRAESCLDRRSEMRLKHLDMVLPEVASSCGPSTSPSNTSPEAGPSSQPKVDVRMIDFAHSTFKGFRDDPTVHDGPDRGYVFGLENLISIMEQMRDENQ
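ADP-Glo luminescence measures ADP made by human IP6K1 during a 2 h RT reaction with ATP/IP6 (mix at 1.3 mM/130 uM); top library doses 57.5 and 19.1 uM final.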
HEK cytotox: kills HEK 293 cells | HEK 293 viability, ATP luminescence (CellTiter-Glo), 48-72 h | Potency, µM (titrated, usually from 115 µM), inactives show at the highest dose activity change, negative = cytotoxicity, most hits filed as inhibitors | 6.6% of 94,000 active | AID 1345083; also: potency is read from the fitted curve at half-maximal effect; nearly all actives have a fitted effect of over 60% in size
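HEK 293 seeded at 250 cells/well receive compound via pintool. After 48 or 72 hr at 37 degree Celsius, 5% CO2 and 95% humidity, CellTiter-Glo is dispensed and luminescence read following 10 min at room temperature.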
3T3 cytotox: kills NIH 3T3 cells; NIH 3T3 viability, CellTiter-Glo ATP luminescence, 48-72 h; Potency, µM (doses to about 96.7 µM), without a hit: at the top dose activity change, negative = cytotoxicity, most hits filed as inhibitors; 4.3% of 94,000 active; AID 1345082; also: potency is read from the fitted curve at half-maximal effect; nearly all actives have a fitted effect of over 55% in size
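Luminescent ATP readout (CellTiter-Glo, 10 min RT) after 48 or 72 hr compound exposure of NIH 3T3 cells seeded at 400 cells/well in 1536-well format; quantitative HTS.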
GPT2 inhibitor: inhibitors of human GPT2 alanine aminotransferase; Recombinant GPT2, coupled pyruvate oxidase/HRP Amplex Red fluorescence; Potency, µM (doses to about 57.7 µM), inactives show at the highest dose activity change, negative = inhibition, usual class: inhibitors; Q8TD30; 0.25% of 100,000 active; also: potency is read from the fitted curve at half-maximal effect; nearly all actives have a fitted effect of over 60% in size; many of its hits are not listed in these tables
Target sequence (Q8TD30 whole entry, looked up): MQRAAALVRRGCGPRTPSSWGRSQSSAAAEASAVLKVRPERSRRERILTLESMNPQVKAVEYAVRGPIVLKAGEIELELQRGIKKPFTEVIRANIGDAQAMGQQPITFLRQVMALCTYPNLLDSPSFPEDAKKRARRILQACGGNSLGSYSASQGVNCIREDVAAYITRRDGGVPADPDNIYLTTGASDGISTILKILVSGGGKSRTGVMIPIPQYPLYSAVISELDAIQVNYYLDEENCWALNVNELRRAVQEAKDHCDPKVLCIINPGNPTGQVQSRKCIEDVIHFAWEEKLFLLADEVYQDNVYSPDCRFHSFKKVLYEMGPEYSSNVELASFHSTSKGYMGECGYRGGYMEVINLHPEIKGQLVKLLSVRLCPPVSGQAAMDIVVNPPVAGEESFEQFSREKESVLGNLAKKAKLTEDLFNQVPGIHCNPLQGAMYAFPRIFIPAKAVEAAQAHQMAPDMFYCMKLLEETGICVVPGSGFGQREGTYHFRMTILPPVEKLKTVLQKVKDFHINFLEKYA
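Fluorescence read-out: pyruvate from GPT2 turnover coupled to pyruvate oxidase, HRP and Amplex Red (0.2mM ThPP, 0.2U/mL PO and HRP, 50uM Amplex final). Substrates 250uM a-KG, 2mM L-alanine; enzyme 10ng/uL; 30 min RT.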
FLuc inh: blocks purified firefly luciferase enzyme activity | AID 1347043 | purified P. pyralis luciferase, luminescence, biochemical | P08659 | 2.5% of 76,000 active | Potency, µM (highest dose often 115 µM), for the others: at the top dose activity change, negative = inhibition, most hits filed as inhibitors; also: potency is read from the fitted curve at half-maximal effect; nearly all actives have a fitted effect of over 65% in size
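Purified 10nM P. pyralis luciferase with 10uM D-luciferin and 10uM ATP in 50mM Tris acetate pH 7.5, 10mM Mg acetate, 0.01% Tween-20, 0.05% BSA. qHTS titration; luminescence read by CCD imager.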
SNCA expr inhib: inhibitors of alpha-synuclein (SNCA) gene expression; HEK-293 SNCA-luciferase knock-in, luminescence, 24 h; Potency, µM (top dose mostly 57.2 µM), for the others: top-dose activity change, negative = inhibition, usual class: inhibitors; 0.17% of 140,000 active;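 also: potency is read from the fitted curve at half-maximal effect; plate controls were DMSO cells for no effect and cell-free wells for full effect; nearly all actives have a fitted effect of over 45% in size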
* = called active by the depositor; i = inactive; u = inconclusive; x = not tested or not shown; [ ] = remark or other dose. Unless noted, calls follow the shape of the dose curve; as a rule, active = well fitted curve in the direction sought with a large enough effect; inconclusive = small, poorly fitted or top-dose-only effect, or another doubt; inactive = no such curve, though single readings can be large; an effect the other way counts as inactive or inconclusive. Unless noted, % is scaled to controls: 0 for no effect and ±100 for the full control effect. These rows are one share of the data; count on the stated rates, not on these rows.

Values run as follows: HEK293 viab	IP6K1 inhibitor	HEK cytotox	3T3 cytotox	GPT2 inhibitor	FLuc inh	SNCA expr inhib
> CC(C)(O)CCc1cccc(C(=O)NCCCc2ccccn2)c1
 : -2%	5	i	-1%	3%[11.5 µM]	u	3%
> C#CCNC(=O)[C@H]1O[C@H](CCN2CCOCC2)CC[C@@H]1O
 : 4%[87.6 µM]	19	2%[172 µM]	-27%[174 µM]	-11%[88.5 µM]	1%[172 µM]	-7%[87.6 µM]
> COC(=O)CNC(=O)C1CCCN(c2nccc(Nc3ccc(C)cc3)n2)C1 (stereo not given)
 : 0%[12.5 µM]	-11	u	u	-1%	x	10%
> Cn1ncc2c(C(=O)NCCc3ccc(Cl)cc3)cc(-c3ccsc3)nc21
 : -12%	-2	-29%	u	2%	x	-14%
> CNC(=O)[C@@H]1CN(C(=O)c2cncc(Br)c2)C[C@H]1CO
 : -3%	3	-10%	-7%	i	0%	9%
> c1cc(-c2nc(C3CCOCC3)nn2CC2COCCO2)[nH]n1 (stereo not given)
 : u	10	i	i	1%	-5%	10%
> CSc1ccc(C(=O)N2C[C@@H](CN3CCN(C)CC3)[C@@H](CO)C2)cc1
 : 6%	12	-13%	-6%	-10%	12%	-20%
> COc1ccc(-c2nc3c(c(-c4ccccc4)n2)CN(C(=O)c2cccc(Cl)c2)CC3)cc1
 : u	-7	u	u	i	-9%	u
> COc1ccc(-n2cc(-c3ccc4c(c3)OCO4)n(CC(=O)Nc3cccc(C)c3)c2=O)cc1
 : -13%	-2	x	x	x	x	4%
> COc1ccc(Cn2c(C3CCN(C(=O)c4ccc(OC)c(F)c4)CC3)n[nH]c2=O)cc1
 : 3%	-4	-4%	-13%	i	-1%	15%
> Cc1c(Cl)cccc1NC(=O)CCS(=O)(=O)c1cccc2nsnc12
 : 7%	15	x	x	x	x	-18%
> CCOC(=O)c1c(S(=O)(=O)NCC(=O)Nc2cccc(SC)c2)c(C)n(C)c1C
 : -1%	1	x	x	x	x	-21%
> Cc1cc(Cn2cc3c4c(cccc42)[C@H](CC(C)C)N[C@H](C(=O)NCC2CC2)C3)no1
 : u	-7	79µM*	89µM*	0%[88.5 µM]	7%[172 µM]	u
> COc1ccc(S(=O)(=O)N2C[C@H](F)C[C@@H]2C(=O)N2CCOCC2)cc1Cl
 : -2%	6	-2%	i	i	1%	-1%
> O=C(c1ccc(C(F)(F)F)cc1)N1CCN(c2ccc3nnc(C4CC4)n3n2)CC1
 : x	4	u	u	x	x	x
> Cc1cccc2c1O[C@H]1[C@H](C(N)=O)CN(C(=O)OCC(C)C)[C@@H]21
 : x	24	u	u	x	x	x
> CN(C)C[C@@H]1CN(C2CCOCC2)C[C@H]1NC(=O)Cc1ccccc1Cl
 : 12%	7	i	i	i	-6%	-14%
> CS(=O)(=O)N1CCCC1c1noc(CCC(=O)NC2CC2)n1 (stereo not given)
 : 5%	3	-2%	-5%	i	4%	-16%
> CNC(=O)[C@@H]1CN(S(=O)(=O)c2cn(C)cn2)C[C@H]1COC
 : u	-3	-1%	-10%	i	-11%	4%
> CN1C(=O)c2cccn2CC1CNC(=O)c1ccc2ccccc2n1 (stereo not given)
 : -10%	5	u	u	5%	x	6%
> Cc1ccc(CO)cc1Nc1ncnc2onc(-c3ccc(F)cc3)c12
 : -19%	8	x	x	x	x	-3%
> COc1cccc2cc(-c3nc(Nc4cccc(C)c4)sc3C)c(=O)oc12
 : 0%	12	x	x	x	x	3%
> CC(=O)c1cc(C(=O)N2C[C@@H](CN3CCCN(C)CC3)[C@@H](CO)C2)cs1
 : -1%	-16	i	i	-13%	3%	u
> CC(=O)c1ccc(NC(=O)c2cnn(-c3cccc(F)c3)c2-n2cccc2)cc1
 : -12%	2	x	x	x	x	8%
> CCOC(=O)c1ccc(NC(=O)C2CCCN(c3ncnc4onc(-c5ccc(F)cc5)c34)C2)cc1 (stereo not given)
 : -8%	0	x	x	x	x	-14%
> O=C(NCCc1csc(-c2cccc(F)c2)n1)c1ccccc1C(F)(F)F
 : -6%	16	x	x	x	x	-2%
> CN1CCC(CNc2nccc(C3(c4ccccc4Cl)CCNCC3)n2)C1 (stereo not given)
 : -3%	5	-22%	-20%	-1%	0%	-22%
> CCN1C(=O)CCN(C(=O)c2ccc3cc[nH]c3c2)CC12CCOCC2
 : 0%	-11	i	-3%	-6%	-5%	12%
> CC(=O)N1CCCc2cc(S(=O)(=O)N3CCC(C(=O)NC4CCCCC4)CC3)ccc21
 : 14%	-9	x	x	x	x	19%
> O=C(NCCn1ccnc1)c1ccc(OC2CCN(CCc3ccccc3)CC2)cc1
 : -16%	2	-8%	-5%	i	-8%	2%

Some entries already given, limited to HEK293 viab:
| SMILES | HEK293 viab |
| --- | --- |
| CCOC(=O)c1ccc(NC(=O)C2CCCN(c3ncnc4onc(-c5ccc(F)cc5)c34)C2)cc1 (stereo not given) | -8% |
| COc1ccc(-c2nc3c(c(-c4ccccc4)n2)CN(C(=O)c2cccc(Cl)c2)CC3)cc1 | u |
| Cc1ccc(CO)cc1Nc1ncnc2onc(-c3ccc(F)cc3)c12 | -19% |
| O=C(NCCc1csc(-c2cccc(F)c2)n1)c1ccccc1C(F)(F)F | -6% |
| Cc1cc(Cn2cc3c4c(cccc42)[C@H](CC(C)C)N[C@H](C(=O)NCC2CC2)C3)no1 | u |

(further entries)
Values run as follows: HEK293 viab	IP6K1 inhibitor	HEK cytotox	3T3 cytotox	GPT2 inhibitor	FLuc inh	SNCA expr inhib
> CCOCCn1cc(C2CCN(S(=O)(=O)c3c(C)cc(C)cc3C)CC2)c2ccccc21
 : 0%	2	-41%	-30%	i	-1%	-24%
> Cn1nc2n(c1=O)CCN(C(=O)C1(c3ccccc3)CCCC1)CC2
 : -15%	1	-11%	-5%	i	-5%	-16%
> COc1ccc(OC)c(CNC(=O)C(C)n2c(C)c3cnn(-c4ccccc4)c(=O)c3c2C)c1 (stereo not given)
 : -3%	-20	x	x	x	x	-1%
> O=C(Cc1ccc(F)cc1)N(CC1CCN(Cc2ccccc2F)CC1)CC1CCCO1 (stereo not given)
 : -7%	0	u	-23%	1%	-4%	7%
> COc1cccc([S+](=O)([O-])N2CCC3(Cc4ccccc4NC3=O)C2)c1 (stereo not given)
 : -1%	0	u	-24%	0%	0%	-9%
> O=C(NC1CCN(c2cc(-c3ccc(F)cc3)[nH]n2)C1)c1ccncc1 (stereo not given)
 : 11%	14	u	-21%	u	-7%	-31%
> COCC(=O)N[C@@H]1CN(C(=O)Nc2ccccc2F)CC[C@@H]1c1nc(C)no1
 : -1%	25	11%	i	i	-7%	4%
> O=C(c1nc(-c2ccc(F)cc2)c2cnccn12)N1CCN(c2ncccn2)CC1
 : -5%	1	u	-13%	i	-1%	1%
> CCCOc1nccnc1NC1CCN(C(=O)c2ccncc2)CC1
 : 6%	-1	-6%	-12%	i	4%	-30%
> CC1(C)CC(=O)c2cc(-c3nc(-c4ccc(Cl)cc4)cs3)c(=O)n(-c3ccc(Cl)cc3)c2C1
 : -1%	-10	x	x	x	x	-15%
> Cc1ccccc1C(=O)N(C)Cc1ccccc1C(F)(F)F
 : 9%[87.6 µM]	-11	u	-21%[138 µM]	-14%[88.5 µM]	-3%[172 µM]	11%[87.6 µM]
> COc1ccc(C)cc1NC(=O)Cn1c(=O)cc(C)c2c(C)nn(C)c21
 : 10%	7	x	x	x	x	10%
> O=S(=O)(c1ccc(F)cc1)N1CCC(Oc2ccc(-n3cnnn3)cc2)CC1
 : 11%	3	x	x	x	x	16%
> COCCNc1ncnc2onc(-c3ccc(F)cc3)c12
 : 8%	4	x	x	x	x	-4%
> Cc1ccc(CNC(=O)Cn2cc3c(n2)-c2c(oc(C(=O)N4CCOCC4)c2C)CC3)cc1
 : 7%	13	x	x	x	x	-5%
> Cc1ccc(NC(=O)c2ccc(=O)n(CC(=O)Nc3cc(C)cc(C)c3)n2)cc1
 : -2%	15	x	x	x	x	10%
> CCn1cc(CN2CCC(Oc3ccc4ccccc4c3)(C(=O)O)CC2)c(C)n1
 : 1%	15	3%	-7%	-5%	15%	-7%
> COc1ccc(CCNc2nc3c(c(=O)n(C)c(=O)n3C)n2Cc2ccccc2Cl)cc1OC
 : u	20	x	x	x	x	-12%
> COc1ccc(-c2cc(N3CCCC(NC(=O)c4cccc(OC)c4)C3)n[nH]2)cc1 (stereo not given)
 : -29%	15	25µM*	u	u	7.1µM*	4%
> Cc1ccccc1-c1[nH]nc2ncc(-c3ccc(F)cc3)nc12
 : u	-6	45µM*	u	i	22µM*	76%[activator][87.6 µM]
> Fc1ccccc1-c1noc(N2CCCCC2)n1
 : -2%	0	u	u	i	1.6µM*	-63%
> Cc1cc(C)c([S+](=O)([O-])c2nnn3c2nc(NCc2ccncc2)c2ccccc23)c(C)c1
 : -4%	7	-29%	u	-8%	x	-21%
> O=C(NC1CCCCC1)C1CN(C(=O)c2ccc(F)cc2)CC12CCOCC2 (stereo not given)
 : 3%	19	i	3%	i	3%	u
> CN(CC(=O)N1CCc2nc3cc(-c4ccccc4)[nH]n3c(=O)c2C1)S(=O)(=O)c1cccs1
 : 0%	0	8%	-7%	i	-31%	-30%
> COCCCNC(=O)C(C)(C)Oc1nn(Cc2cccnc2)c2ccc(COC)cc12
 : 0%[87.6 µM]	1	i	u	2%[88.5 µM]	-2%[172 µM]	28%[87.6 µM]
> O=C1CCN(CC(O)COc2ccccc2)c2ccc(F)cc2CN1C1CC1 (stereo not given)
 : x	-3	u	u	x	x	x
> Cc1nnc2ccc(N3CCC(NC(=O)c4ccncc4)C3)nn12 (stereo not given)
 : x	7	i	-18%[138 µM]	x	x	x
> O=C(c1ccccc1F)N1CCC(c2nn(-c3ccccc3)c(=O)[nH]2)CC1
 : 4%	3	-26%	-19%	1%	-2%	35%[activator]
> O=C(N1CCN(c2ncncn2)CC1)N(c1ccccc1)c1ccccc1
 : 3%	13	u	-19%	2%	3%	-13%
> CC=CCC=CCCC(=O)[C@H]1O[C@@H]1C(N)=O
 : 7%	x	x	x	1%	x	20%
> COc1ccc(-c2noc(CC3CCN(C(=O)Cc4ccc(OC)c(OC)c4)CC3)n2)cc1
 : -11%	0	u	u	i	12%	1%
> CC(C)c1cc(C(=O)N2CC[C@H](CO)[C@H](O)C2)cs1
 : -2%	19	i	4%	2%	0%	16%
> COc1cccc(CNC(=O)Cn2ccn3nc4c(c3c2=O)CCCC4)c1
 : 8%	2	1%	-31%	0%	-6%	-4%
> O=C1c2cnc(-c3cc(F)cc(F)c3)nc2OCCN1Cc1ccccc1
 : -3%[87.6 µM]	4	u	u	i	45µM*	135%[activator][87.6 µM]
